NCI-60 one-dose screen, 48 h, at 10 µM unless noted. Numbers give growth in % (100 = growth as untreated, 0 = no growth, -100 = all killed).
UACC-62 = UACC-62 melanoma; 81,000 tested, 5.4% active; AID 1794756
MCF7 = MCF7 breast cancer; 82,000 tested, 6.3% active; AID 1794796
T-47D = T-47D breast cancer. 79,000 tested, 5% active. AID 1794792
HS 578T = HS 578T breast cancer | 78,000 tested, 4.1% active
BT-549 = BT-549 breast cancer; 78,000 tested, 4.4% active
UACC-257 = UACC-257 melanoma. 78,000 tested, 4.4% active
MALME-3M = MALME-3M melanoma; 78,000 tested, 5.8% active; AID 1794766
LOX IMVI = LOX IMVI melanoma; 79,000 tested, 7.4% active; AID 1794757
* = called active by the depositor; · = no result given; & = joins results of further samples. Rule for the calls: active = growth percent below 10; inactive = the rest.

Assay codes – A = UACC-62; B = MCF7; C = T-47D; D = HS 578T; E = BT-549; F = UACC-257; G = MALME-3M; H = LOX IMVI
CC(=O)Nc1ccc(C(=O)/C=C/c2ccccc2)cc1
  A: 90	B: 24	C: 75	D: 99	E: ·	F: 70	G: 104	H: 62

CCOc1cc2ncc(C#N)c(Nc3ccc(OCc4ccccn4)c(Cl)c3)c2cc1NC(=O)/C=C/CN(C)C
  A: -64*	B: -6.3*	C: 16	D: ·	E: 39	F: 53	G: -72*	H: -68*

O=C(O)c1ccc2ccccc2c1O
  A: 96	B: 96	C: 93	D: 96	E: 96	F: 93	G: 106	H: 115

CN1CCC(CNc2ccc3ncc(-c4cccc(OC(F)(F)F)c4)n3n2)CC1
  A: -95*	B: -49*	C: -80*	D: ·	E: -0.2*	F: -87*	G: -90*	H: -83*

Oc1ccc2c(c1)OCC1(O)Cc3cc(O)c(O)cc3C21 (stereo unspecified)
  A: 92	B: 103	C: 168	D: 102	E: 89	F: 97	G: 89	H: 98

COc1ccc2[nH]cc(-c3nnc(N)nc3-c3cn(C)c4ccc(Br)cc34)c2c1
  A: 94	B: 87	C: 91	D: 102	E: 94	F: 102	G: 104	H: 98

CNC(=O)c1nn(C)c2c1C(C)(C)Cc1cnc(Nc3ccc(N4CCN(C)CC4)cc3)nc1-2
  A: -9.5*	B: 10	C: -5.7*	D: ·	E: 5.2*	F: -15*	G: -8.7*	H: 5.3*

CN1CCCN=C1COC(=O)C(O)(c1ccccc1)C1CCCCC1 (stereo unspecified)
  A: 107	B: ·	C: 91	D: 119	E: 84	F: 109	G: 96	H: 96

C/C=C/C(=O)N(CC)c1ccccc1C
  A: 104&98	B: 107&91	C: 109&101	D: 110&106	E: 108	F: 96&110	G: 110&119	H: 99&105

Cc1cccc2c1NC(=O)C2(c1ccc(O)cc1)c1ccc(O)cc1
  A: 84	B: 1.5*	C: -19*	D: -5.5*	E: -36*	F: 79	G: 93	H: 59

CCCCNc1ccc(C(=O)OCCN(C)C)cc1
  A: ·	B: 107	C: ·	D: 120	E: 98	F: 105	G: 95	H: 99

Cc1c(F)cc(C(=O)NC2CC2)cc1-c1ccc(C(=O)NCC(C)(C)C)cn1
  A: 91&97	B: 94&89	C: 72&71	D: 106	E: 76&94	F: 86	G: 96&104	H: 101&104

CCn1cc(C(=O)O)c(=O)c2cnc(N3CCNCC3)nc21
  A: 101	B: 98	C: 101	D: 109	E: 106	F: 107	G: ·	H: 100

Another view of part of the listing above:
The line under a structure holds: UACC-62	MCF7	T-47D	HS 578T	BT-549	UACC-257	MALME-3M	LOX IMVI
COc1ccc2[nH]cc(-c3nnc(N)nc3-c3cn(C)c4ccc(Br)cc34)c2c1
→ 94	87	91	102	94	102	104	98
Oc1ccc2c(c1)OCC1(O)Cc3cc(O)c(O)cc3C21 (stereo unspecified)
→ 92	103	168	102	89	97	89	98

Sorted by heavy-atom count (rising): three of the compounds above.
Assay codes – A = UACC-62; B = MCF7; C = T-47D; D = HS 578T; E = BT-549; F = UACC-257; G = MALME-3M; H = LOX IMVI
O=C(O)c1ccc2ccccc2c1O
  A: 96	B: 96	C: 93	D: 96	E: 96	F: 93	G: 106	H: 115

CC(=O)Nc1ccc(C(=O)/C=C/c2ccccc2)cc1
  A: 90	B: 24	C: 75	D: 99	E: ·	F: 70	G: 104	H: 62

Oc1ccc2c(c1)OCC1(O)Cc3cc(O)c(O)cc3C21 (stereo unspecified)
  A: 92	B: 103	C: 168	D: 102	E: 89	F: 97	G: 89	H: 98

These rows are one share of the data; the hit share may differ from the screen's.
